Screens from PubChem BioAssay.
FAS TE block: FAS thioesterase (human) inhibition; P49327; recombinant FAS-TE, OMFH fluorogenic substrate, fluorescence endpoint; inhibition, % at 15 µM; actives 0.67% (n = 360,000);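 active = compounds whose normalised, plate-corrected inhibition of enzyme fluorescence in the single-dose primary screen is 50% or more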;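 note: 0% = DMSO with enzyme and 100% = substrate without enzyme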
Target sequence (P49327 whole entry, looked up): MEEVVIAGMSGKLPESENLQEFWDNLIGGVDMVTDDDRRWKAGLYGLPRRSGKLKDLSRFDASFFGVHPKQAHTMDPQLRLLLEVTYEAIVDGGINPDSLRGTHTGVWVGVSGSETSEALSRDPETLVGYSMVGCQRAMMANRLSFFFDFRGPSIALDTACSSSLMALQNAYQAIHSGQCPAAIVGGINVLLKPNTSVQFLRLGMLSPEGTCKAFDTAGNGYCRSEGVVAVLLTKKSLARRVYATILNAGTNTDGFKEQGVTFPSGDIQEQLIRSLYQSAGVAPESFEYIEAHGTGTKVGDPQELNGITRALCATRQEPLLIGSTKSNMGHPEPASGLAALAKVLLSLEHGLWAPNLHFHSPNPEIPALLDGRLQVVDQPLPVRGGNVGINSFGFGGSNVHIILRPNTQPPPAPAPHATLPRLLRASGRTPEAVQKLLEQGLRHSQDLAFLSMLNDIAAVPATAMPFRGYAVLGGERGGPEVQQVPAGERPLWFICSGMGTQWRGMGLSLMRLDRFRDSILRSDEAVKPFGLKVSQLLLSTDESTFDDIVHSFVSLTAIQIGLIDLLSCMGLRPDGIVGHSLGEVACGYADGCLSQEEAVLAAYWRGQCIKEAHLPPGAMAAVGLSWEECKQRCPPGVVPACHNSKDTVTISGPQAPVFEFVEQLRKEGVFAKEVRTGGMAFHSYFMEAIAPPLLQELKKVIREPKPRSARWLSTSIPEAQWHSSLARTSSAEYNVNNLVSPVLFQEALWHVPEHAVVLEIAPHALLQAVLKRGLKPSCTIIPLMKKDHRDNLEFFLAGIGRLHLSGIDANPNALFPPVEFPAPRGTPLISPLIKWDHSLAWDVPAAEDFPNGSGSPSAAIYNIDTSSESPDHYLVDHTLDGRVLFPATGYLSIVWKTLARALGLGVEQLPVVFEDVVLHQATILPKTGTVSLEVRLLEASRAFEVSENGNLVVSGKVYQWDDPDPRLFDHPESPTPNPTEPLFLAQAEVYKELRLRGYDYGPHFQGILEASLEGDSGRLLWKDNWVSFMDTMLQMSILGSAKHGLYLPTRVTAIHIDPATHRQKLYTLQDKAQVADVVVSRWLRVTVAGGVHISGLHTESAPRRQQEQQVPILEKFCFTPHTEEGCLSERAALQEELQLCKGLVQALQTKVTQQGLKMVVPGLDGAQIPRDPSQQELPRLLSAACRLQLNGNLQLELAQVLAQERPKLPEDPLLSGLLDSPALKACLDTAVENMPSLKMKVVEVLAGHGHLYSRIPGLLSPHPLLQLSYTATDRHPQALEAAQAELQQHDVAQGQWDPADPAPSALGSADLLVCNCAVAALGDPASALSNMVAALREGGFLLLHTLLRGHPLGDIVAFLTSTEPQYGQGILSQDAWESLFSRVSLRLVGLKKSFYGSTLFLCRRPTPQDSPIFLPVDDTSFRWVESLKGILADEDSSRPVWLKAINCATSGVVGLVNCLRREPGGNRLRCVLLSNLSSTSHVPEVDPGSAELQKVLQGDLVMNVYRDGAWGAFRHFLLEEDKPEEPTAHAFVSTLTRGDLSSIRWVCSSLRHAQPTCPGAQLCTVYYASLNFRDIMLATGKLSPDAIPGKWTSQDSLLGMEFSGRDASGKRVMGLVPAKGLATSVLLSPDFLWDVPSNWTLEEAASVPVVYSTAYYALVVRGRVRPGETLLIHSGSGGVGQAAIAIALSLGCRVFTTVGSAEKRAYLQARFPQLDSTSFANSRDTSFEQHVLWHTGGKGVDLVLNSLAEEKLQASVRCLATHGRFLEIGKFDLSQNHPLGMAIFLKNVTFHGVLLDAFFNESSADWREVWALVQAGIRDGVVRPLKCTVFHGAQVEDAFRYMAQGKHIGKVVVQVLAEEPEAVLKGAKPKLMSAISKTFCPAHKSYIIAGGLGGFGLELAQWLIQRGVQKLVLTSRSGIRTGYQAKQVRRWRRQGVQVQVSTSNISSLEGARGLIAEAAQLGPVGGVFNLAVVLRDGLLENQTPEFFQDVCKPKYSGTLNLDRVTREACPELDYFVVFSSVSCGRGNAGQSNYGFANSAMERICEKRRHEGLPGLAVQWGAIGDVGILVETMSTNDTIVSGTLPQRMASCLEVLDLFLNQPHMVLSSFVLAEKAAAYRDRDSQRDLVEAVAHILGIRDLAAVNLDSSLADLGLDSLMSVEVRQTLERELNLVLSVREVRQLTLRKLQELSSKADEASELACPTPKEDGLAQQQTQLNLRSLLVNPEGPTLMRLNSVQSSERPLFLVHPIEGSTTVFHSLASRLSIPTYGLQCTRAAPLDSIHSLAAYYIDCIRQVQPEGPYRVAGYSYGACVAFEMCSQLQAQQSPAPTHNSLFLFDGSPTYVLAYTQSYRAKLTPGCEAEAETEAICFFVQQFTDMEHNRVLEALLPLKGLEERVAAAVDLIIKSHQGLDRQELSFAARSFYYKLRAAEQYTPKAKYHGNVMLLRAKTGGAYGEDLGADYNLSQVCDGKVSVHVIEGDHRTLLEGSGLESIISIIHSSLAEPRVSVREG
E coli Lon inh: inhibits E. coli Lon protease; P0A9M0; inhibition, % at 7.94 µM; actives 0.42% (n = 360,000); purified E. coli Lon protease, fluorescence polarization; in the data active = inhibition above about 13%, passing the limit was not always enough;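 note: 0% = enzyme with probe and DMSO and 100% = no enzyme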
SKN-1 block: inhibitors of C. elegans SKN-1; actives 0.49% (n = 360,000); inhibition, % at 21.8 µM; AID 624304; C. elegans VP596 Pgst-4::GFP/RFP ratio, acrylamide-induced, 24 h;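 active = interference check ratio from 0.5 to 1.5 plus GFP to RFP signal ratio inhibition reaching or exceeding a fixed threshold, cut at about 30% in these data, passing the limit was not always enough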; note: some compounds called inactive have numbers as strong as hits
MT1-MMP act inh: blocks activation of human MT1-MMP | GFP/RFP ratio change, % at 20 µM | HT1080 RFP-PRO-GFP cells, GFP/RFP ratio fluorescence, overnight; percent of plate control window, DMSO zero | AID 651647 | actives 0.061% (n = 360,000);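 active = GFP/RFP ratio change of at least 30% with cell ATP level not reduced by more than half and red fluorescence within 50% of control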; note: strong numbers were not always called active
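Test system: HT1080 cells expressing an RFP-PRO-GFP fluorescent reporter construct / Compound dosing: single-point 20 µM compound, 1% DMSO / Schedule: cells overnight before dosing, compound overnight, 37 °C, 5% CO2 / Evaluation: GFP/RFP fluorescence ratio / Control set: DMSO and RFP-L50D-GFP cell wells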
bovine MsrA act: activates bovine MsrA enzyme | purified bovine MsrA, absorbance read-out | activation, % at 10.6 µM | actives 0.3% (n = 360,000) | AID 602163; in the data active = activation above about 7.5%;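 note: 0% = vehicle and 100% = reference activator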
NRP1-CendR mod: modulators of CendR peptide binding to human neuropilin-1; FAM-RPARPAR peptide binding to NRP-1, fluorescence polarization; inhibition, % at 25 µM; actives 0.85% (n = 360,000);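 active = inhibition or corrected inhibition above about 18%, plus a signal ratio from 0.5 to 1.5, limit read from the data, passing the limit was not always enough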; note: strong numbers were not always called active
Rin1-Abl PPI inh: human Rin1-Abl interaction inhibition; P00519+Q13671; TR-FRET Rin1/Abl binding, biochemical; inhibition, % at 7.35 µM; actives 0.4% (n = 360,000); in the data active = inhibition above about 5%, passing the limit was not always enough
Neddylation inh: cullin neddylation inhibition; AID 651699; calls only at 25 µM; actives 0.58% (n = 360,000); TR-FRET cullin neddylation, biochemical; P61081+Q13564; in the data active = inhibition above about 36%
MsrA inh: bovine MsrA inhibition. inhibition, % at 15.5 µM. actives 0.75% (n = 360,000). purified bovine MsrA, absorbance read-out; in the data active = inhibition above about 4.5%;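 note: 0% = vehicle wells with enzyme and 100% = reference inhibitor wells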
* marks the source's active call; other numbers are inactive results.

How did O=C1CCc2cc(S(=O)(=O)N3CCN(C(=O)c4ccco4)CC3)ccc2N1 do in these assays?
FAS TE block: -7; E coli Lon inh: 0; SKN-1 block: 6; MT1-MMP act inh: 3; bovine MsrA act: -6; NRP1-CendR mod: -13; Rin1-Abl PPI inh: 5; Neddylation inh: inactive; MsrA inh: -0.8

How did COc1ccccc1C(=O)NC(=O)COC(=O)c1ccc([N+](=O)[O-])cc1 do in these assays?
FAS TE block: 5; E coli Lon inh: -1; SKN-1 block: -18; MT1-MMP act inh: -2; bovine MsrA act: -9; NRP1-CendR mod: 6; Rin1-Abl PPI inh: 1; Neddylation inh: inactive; MsrA inh: -0.9

How did Cc1c(C(=O)Nc2ccc(Cl)cc2)c2ccccn2c1C(=O)c1ccccc1 do in these assays?
FAS TE block: 22; E coli Lon inh: -14; SKN-1 block: -16; MT1-MMP act inh: 0; bovine MsrA act: -3; NRP1-CendR mod: -3; Rin1-Abl PPI inh: 1; Neddylation inh: inactive; MsrA inh: 1.3

What do the screens show for `O=C(COc1cc(O)c2c(=O)cc(-c3ccccc3)oc2c1)c1ccc(F)cc1`?
FAS TE block: 17; E coli Lon inh: 2; SKN-1 block: 12; MT1-MMP act inh: -2; bovine MsrA act: -5; NRP1-CendR mod: -12; Rin1-Abl PPI inh: 2; Neddylation inh: inactive; MsrA inh: 0.8

How did O=C1N=c2ccccc2=C1c1c(O)[nH]c2c(C(F)(F)F)cccc12 do in these assays?
FAS TE block: -4; E coli Lon inh: -1; SKN-1 block: 6; MT1-MMP act inh: 2; bovine MsrA act: -3; NRP1-CendR mod: 4; Rin1-Abl PPI inh: 2; Neddylation inh: inactive; MsrA inh: -1.4

How did CC1CCN(S(=O)C23CC4CC(CC(C4)C2)C3)CC1 (configuration not stated) do in these assays?
FAS TE block: 6; E coli Lon inh: -12; SKN-1 block: 15; MT1-MMP act inh: -3; bovine MsrA act: -12; NRP1-CendR mod: -2; Rin1-Abl PPI inh: 3; Neddylation inh: inactive; MsrA inh: -0.3

How did COc1ccc(C2=NN(CN3C(=O)C(=O)c4ccccc43)C(c3ccc(OC)cc3)C2)cc1 (configuration not stated) do in these assays?
FAS TE block: 22; E coli Lon inh: -49; SKN-1 block: 9; MT1-MMP act inh: -3; bovine MsrA act: -1; NRP1-CendR mod: 4; Rin1-Abl PPI inh: -1; Neddylation inh: inactive; MsrA inh: 0.3

Results for Cc1ccc2ncnc(Oc3ncccc3[N+](=O)[O-])c2c1 ?
FAS TE block: 42; E coli Lon inh: 6; SKN-1 block: -2; MT1-MMP act inh: -7; bovine MsrA act: -7; NRP1-CendR mod: 0; Rin1-Abl PPI inh: -2; Neddylation inh: inactive; MsrA inh: -0.9

How did Cc1ccc(-n2cc(CN3CCNC(=O)CC3)c(-c3cccc(C)c3)n2)cc1 do in these assays?
FAS TE block: 2; E coli Lon inh: 0; SKN-1 block: -4; MT1-MMP act inh: -4; bovine MsrA act: -1; NRP1-CendR mod: -9; Rin1-Abl PPI inh: -1; Neddylation inh: inactive; MsrA inh: 0.6

What do the screens show for `CCNC(=S)NNC(=O)c1csc(C)c1`?
FAS TE block: -10; E coli Lon inh: 1; SKN-1 block: -7; MT1-MMP act inh: 4; bovine MsrA act: -1; NRP1-CendR mod: -4; Rin1-Abl PPI inh: 2; Neddylation inh: inactive; MsrA inh: 0.6

What do the screens show for `Cc1oc(-c2ccccc2Cl)nc1CS(=O)CC(=O)NCc1ccccc1Cl` (configuration not stated)?
FAS TE block: 1; E coli Lon inh: -5; SKN-1 block: 0; MT1-MMP act inh: -1; bovine MsrA act: -1; NRP1-CendR mod: -7; Rin1-Abl PPI inh: 0; Neddylation inh: inactive; MsrA inh: 0.7

Results for CCCn1nnc(NC(=O)c2ccc(Br)cc2)n1 ?
FAS TE block: -8; E coli Lon inh: 0; SKN-1 block: -10; MT1-MMP act inh: 17; bovine MsrA act: -11; NRP1-CendR mod: -9; Rin1-Abl PPI inh: 1; Neddylation inh: inactive; MsrA inh: 0.0

How did Cc1ccc(OCCCn2ccnc2)c(Br)c1 do in these assays?
FAS TE block: -10; E coli Lon inh: 1; SKN-1 block: -3; MT1-MMP act inh: 8; bovine MsrA act: -9; NRP1-CendR mod: 9; Rin1-Abl PPI inh: -3; Neddylation inh: inactive; MsrA inh: 0.6

How did Cc1ccc(C(=O)NCc2ccccc2F)cc1S(=O)(=O)N1CCCC1 do in these assays?
FAS TE block: -6; E coli Lon inh: -7; SKN-1 block: 1; MT1-MMP act inh: 2; bovine MsrA act: -3; NRP1-CendR mod: -3; Rin1-Abl PPI inh: 2; Neddylation inh: inactive; MsrA inh: -1.2

What do the screens show for `CSc1oc(-c2ccccc2)nc1S(=O)(=O)c1ccc(F)cc1`?
FAS TE block: 30; E coli Lon inh: 4; SKN-1 block: 7; MT1-MMP act inh: -4; bovine MsrA act: 1; NRP1-CendR mod: 12; Rin1-Abl PPI inh: -3; Neddylation inh: inactive; MsrA inh: 1.2

How did Cc1cc(C)c(NC(=O)C2C(=O)Nc3ccccc3C(=O)N2C(C)(C)C)c(C)c1 (configuration not stated) do in these assays?
SKN-1 block: 11; MT1-MMP act inh: 1; NRP1-CendR mod: 4; Neddylation inh: inactive; MsrA inh: -1.0

What do the screens show for `O=C(CC1SCCNC1=O)Nc1cccc(Cl)c1` (configuration not stated)?
FAS TE block: -11; E coli Lon inh: -3; SKN-1 block: -11; MT1-MMP act inh: -3; bovine MsrA act: -11; NRP1-CendR mod: -5; Rin1-Abl PPI inh: 9.6*; Neddylation inh: inactive; MsrA inh: 0.1

What do the screens show for `NC(CSCc1cccc(Br)c1)C(=O)O` (configuration not stated)?
FAS TE block: 7; E coli Lon inh: -2; SKN-1 block: 2; MT1-MMP act inh: 3; bovine MsrA act: 0; NRP1-CendR mod: 6; Rin1-Abl PPI inh: -1; Neddylation inh: inactive; MsrA inh: 0.5

Results for CCOc1ncccc1C(=O)Nc1cccc(-n2cnnn2)c1C ?
FAS TE block: -4; E coli Lon inh: -8; SKN-1 block: -21; MT1-MMP act inh: 0; bovine MsrA act: 0; NRP1-CendR mod: -1; Rin1-Abl PPI inh: 1; Neddylation inh: inactive; MsrA inh: 0.3

What do the screens show for `Cc1ccc2nc(SCC(=O)Nc3c(F)cccc3F)[nH]c2c1`?
FAS TE block: -4; E coli Lon inh: -1; SKN-1 block: -6; MT1-MMP act inh: 1; bovine MsrA act: -6; NRP1-CendR mod: 9; Rin1-Abl PPI inh: 1; Neddylation inh: inactive; MsrA inh: 0.2

As a working copy, some entries already given.
How did Cc1cc(C)c(NC(=O)C2C(=O)Nc3ccccc3C(=O)N2C(C)(C)C)c(C)c1 (configuration not stated) do in these assays?
SKN-1 block: 11; MT1-MMP act inh: 1; NRP1-CendR mod: 4; Neddylation inh: inactive; MsrA inh: -1.0

What do the screens show for `O=C(CC1SCCNC1=O)Nc1cccc(Cl)c1` (configuration not stated)?
FAS TE block: -11; E coli Lon inh: -3; SKN-1 block: -11; MT1-MMP act inh: -3; bovine MsrA act: -11; NRP1-CendR mod: -5; Rin1-Abl PPI inh: 9.6*; Neddylation inh: inactive; MsrA inh: 0.1

What do the screens show for `NC(CSCc1cccc(Br)c1)C(=O)O` (configuration not stated)?
FAS TE block: 7; E coli Lon inh: -2; SKN-1 block: 2; MT1-MMP act inh: 3; bovine MsrA act: 0; NRP1-CendR mod: 6; Rin1-Abl PPI inh: -1; Neddylation inh: inactive; MsrA inh: 0.5

Results for CCOc1ncccc1C(=O)Nc1cccc(-n2cnnn2)c1C ?
FAS TE block: -4; E coli Lon inh: -8; SKN-1 block: -21; MT1-MMP act inh: 0; bovine MsrA act: 0; NRP1-CendR mod: -1; Rin1-Abl PPI inh: 1; Neddylation inh: inactive; MsrA inh: 0.3

What do the screens show for `Cc1ccc2nc(SCC(=O)Nc3c(F)cccc3F)[nH]c2c1`?
FAS TE block: -4; E coli Lon inh: -1; SKN-1 block: -6; MT1-MMP act inh: 1; bovine MsrA act: -6; NRP1-CendR mod: 9; Rin1-Abl PPI inh: 1; Neddylation inh: inactive; MsrA inh: 0.2

Other results follow:
What do the screens show for `CCCCNC(=O)c1ccc(N2CCC3(CC2)OCCO3)c([N+](=O)[O-])c1`?
FAS TE block: -6; E coli Lon inh: 11; SKN-1 block: 11; MT1-MMP act inh: 1; bovine MsrA act: -4; NRP1-CendR mod: -16; Rin1-Abl PPI inh: -9; Neddylation inh: inactive; MsrA inh: -0.8

What do the screens show for `CC1CN(Cc2ccccn2)CCC1=O` (configuration not stated)?
FAS TE block: -8; E coli Lon inh: -3; SKN-1 block: 4; MT1-MMP act inh: 2; bovine MsrA act: 1; NRP1-CendR mod: 6; Rin1-Abl PPI inh: 2; Neddylation inh: inactive; MsrA inh: -1.7

What do the screens show for `O=C(Nc1ccccc1N1CCOCC1)c1ccc2c(c1)OCO2`?
FAS TE block: 2; E coli Lon inh: 4; SKN-1 block: 5; MT1-MMP act inh: -11; bovine MsrA act: -3; NRP1-CendR mod: -2; Rin1-Abl PPI inh: -2; Neddylation inh: inactive; MsrA inh: 0.8

How did CC(C)N(Cc1nccn1C)C(=O)c1ccc2oc(CCCc3ccccc3)nc2c1 do in these assays?
FAS TE block: -20; E coli Lon inh: -10; SKN-1 block: 19; MT1-MMP act inh: 2; bovine MsrA act: 0; NRP1-CendR mod: 12; Rin1-Abl PPI inh: -2; Neddylation inh: inactive; MsrA inh: -0.7

How did Cc1ccc2nc(C)c(C(=O)N/N=C/c3ccc(N4CCOCC4)cc3)cc2c1 do in these assays?
FAS TE block: -3; E coli Lon inh: -9; SKN-1 block: -3; MT1-MMP act inh: 3; bovine MsrA act: -5; NRP1-CendR mod: -5; Rin1-Abl PPI inh: -4; Neddylation inh: inactive; MsrA inh: 2.1

Results for O=C1CSC(=S)N1 ?
FAS TE block: -1; E coli Lon inh: -18; SKN-1 block: 6; MT1-MMP act inh: -2; bovine MsrA act: -1; NRP1-CendR mod: 5; Rin1-Abl PPI inh: 4; Neddylation inh: inactive; MsrA inh: 0.9

How did COc1cccc(C(=O)NC(C)C(c2cccs2)N2CCN(C)CC2)c1 (configuration not stated) do in these assays?
FAS TE block: -6; E coli Lon inh: 6; SKN-1 block: -1; MT1-MMP act inh: -7; bovine MsrA act: -1; NRP1-CendR mod: -12; Rin1-Abl PPI inh: 4; Neddylation inh: inactive; MsrA inh: 0.6

How did COc1ccc(CN2CCN(C3CCC3)CC2CCO)cc1C (configuration not stated) do in these assays?
FAS TE block: -2; E coli Lon inh: -10; SKN-1 block: 9; MT1-MMP act inh: 0; bovine MsrA act: 0; NRP1-CendR mod: 0; Rin1-Abl PPI inh: 1; Neddylation inh: inactive; MsrA inh: -0.2

How did O=C(Nn1c(O)c(C=C2N=c3ccccc3=N2)sc1=S)c1ccccc1Cl do in these assays?
FAS TE block: -6; E coli Lon inh: -1; SKN-1 block: -25; MT1-MMP act inh: 7; bovine MsrA act: -13; NRP1-CendR mod: -16; Rin1-Abl PPI inh: -1; Neddylation inh: inactive; MsrA inh: 0.5

What do the screens show for `O=C(Nc1ccc(CN2CCOCC2)cc1)c1ccc(-c2cc(Cl)ccc2Cl)o1`?
FAS TE block: 22; E coli Lon inh: -4; SKN-1 block: 15; MT1-MMP act inh: 8; bovine MsrA act: -4; NRP1-CendR mod: -6; Rin1-Abl PPI inh: -3; Neddylation inh: inactive; MsrA inh: 0.4

How did CCCCSc1nnc(-c2ccc(NC(=O)CCc3ccccc3)cc2)n1C do in these assays?
FAS TE block: -10; E coli Lon inh: 5; SKN-1 block: -12; MT1-MMP act inh: -10; bovine MsrA act: -4; NRP1-CendR mod: -1; Rin1-Abl PPI inh: 6.2*; Neddylation inh: inactive; MsrA inh: -0.7
